Screening results from PubChem.
Vc quorum ag: quorum light induction in luxS cqsA deficient V. cholerae; AID 588436; hit rate 0.16% among 350,000; V. cholerae BH1578 lux reporter, luminescence, 6 h; activation, % at 18.7 µM; in the data active = activation mostly above about 9.7%, no sharp cut-off; inconclusive = no clear call, values can overlap the other calls; inactive = mostly below about 3.7%; note: not every result past the cut was called active; inactives centre near 0; reference of the scale not given here
Y pestis TopoI: blocks Yersinia pestis topoisomerase I activity; activity, % at 10 µM; Y. pestis Topo-I cleavage product accumulation, plate reader; hit rate 0.064% among 360,000; AID 504884; in the data active = activity above about 50%, passing the limit was not always enough; inconclusive = no clear call, values can overlap the other calls; note: inactives centre near 2
DUSP3 inh: inhibitors of human VHR1 phosphatase (DUSP3); P51452; recombinant VHR phosphatase, pNPP absorbance; inhibition, % at 13.3 µM; hit rate 0.52% among 290,000; AID 1654; in the data active = inhibition above about 50%; note: some compounds called inactive have numbers as strong as hits
Target sequence (P51452 whole entry, looked up): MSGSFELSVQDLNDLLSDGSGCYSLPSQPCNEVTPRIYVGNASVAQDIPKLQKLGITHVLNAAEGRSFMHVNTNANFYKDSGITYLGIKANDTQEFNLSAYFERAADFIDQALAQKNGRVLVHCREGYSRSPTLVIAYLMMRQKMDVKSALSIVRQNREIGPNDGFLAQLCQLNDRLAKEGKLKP
Rv3671c protease: inhibitors of M. tuberculosis serine protease Rv3671c; P9WHR9; inhibition, % at 5.96 µM; hit rate 0.048% among 320,000; AID 2606; in the data active = inhibition above about 38%;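 note: extracellular domain of Rv3671c used as enzyme; 0% = enzyme with DMSO and 100% = no enzyme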
Target sequence (P9WHR9 whole entry, looked up, the tested form may be a part): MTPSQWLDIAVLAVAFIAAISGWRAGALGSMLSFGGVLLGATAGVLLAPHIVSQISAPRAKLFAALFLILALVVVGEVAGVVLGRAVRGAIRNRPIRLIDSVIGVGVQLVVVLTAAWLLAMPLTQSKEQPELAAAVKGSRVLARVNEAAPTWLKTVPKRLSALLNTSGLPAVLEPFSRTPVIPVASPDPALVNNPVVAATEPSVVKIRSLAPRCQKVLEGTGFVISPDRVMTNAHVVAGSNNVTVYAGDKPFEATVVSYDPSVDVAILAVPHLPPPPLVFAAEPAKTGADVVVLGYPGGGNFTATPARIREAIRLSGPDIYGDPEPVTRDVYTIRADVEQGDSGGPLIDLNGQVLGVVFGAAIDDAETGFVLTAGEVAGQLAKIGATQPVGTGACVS
TcdB GH inh: TcdB glycohydrolase inhibition. P18177. TcdB glycohydrolase enzymatic assay, plate reader. inhibition, % at 9.99 µM. hit rate 0.24% among 350,000. AID 652162; in the data active = inhibition above about 10%
3CLpro inhibitor: SARS-CoV 3CLpro protease inhibition; recombinant SARS-CoV 3CLpro, quenched FRET peptide cleavage; AID 1706; P0C6X7; hit rate 0.14% among 290,000; inhibition, % at 6 µM; in the data active = inhibition above about 12%
PfHsp40 yeast: rescue of PfHsp40-mediated yeast toxicity; S. cerevisiae expressing PfHsp40, growth rescue, ATP luminescence; growth rescue, % at 12.5 µM; hit rate 0.68% among 340,000; in the data active = growth rescue above about 28%, passing the limit was not always enough; inconclusive = no clear call, values can overlap the other calls;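 note: yeast W303a lacking pdr1 and pdr3 grown in galactose medium; growth measured after three days at 30 °C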
MazF activator: MazEF (E. coli) toxin RNase activation; P0AE70; FAM/BHQ RNA-DNA oligo cleavage fluorescence, 5 h; activation, % at 20 µM; hit rate 0.32% among 350,000; in the data active = activation above about 50%
Target sequence (P0AE70 whole entry, looked up): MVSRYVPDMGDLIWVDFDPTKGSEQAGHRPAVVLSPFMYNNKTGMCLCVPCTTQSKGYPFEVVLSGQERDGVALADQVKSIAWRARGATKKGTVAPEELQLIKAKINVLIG
SSB-PriA inh: K. pneumoniae PriA-SSBct interaction inhibition; AlphaScreen SSBct-PriA binding, biotinylated peptide; hit rate 0.6% among 430,000; AID 1272365; inhibition, % at 33 µM; in the data active = inhibition mostly above about 37%, no sharp cut-off; inactive = mostly below about 20%;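 note: plate controls were negative control peptide for no effect and reference peptide for full effect; strong numbers were not always called active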
Anthrax LF prot: blocks Bacillus anthracis lethal factor protease. P15917. multiplex microsphere protease cleavage assay, LF. inhibition, % at 10 µM. hit rate 0.12% among 360,000. AID 588501; in the data active = inhibition above about 30%; inconclusive = no clear call, values can overlap the other calls; note: plate controls were buffer without enzyme for full effect and enzyme alone for no effect
Active calls of the source: *; i = inactive; ? = inconclusive; . = no result given; & = joins results of further samples. An excerpt (hit frequency here may not be typical).

SMILES	Vc quorum ag	Y pestis TopoI	DUSP3 inh	Rv3671c protease	TcdB GH inh	3CLpro inhibitor	PfHsp40 yeast	MazF activator	SSB-PriA inh	Anthrax LF prot
Cc1ccc([N+](=O)[O-])c(OCCN2CCC(Cc3ccccc3)CC2)c1	1.6	15	-3	-5	1.2	3	1.3	16	5	-5
CCN(C1CCS(=O)(=O)C1)S(=O)(=O)c1cccc([N+](=O)[O-])c1 (stereo not drawn)	-0.1	2	7	5	1.3	-3	2.9	2	2	-5
O=C(NCCCCO)C(F)(F)C(F)(F)C(F)(F)C(=O)NCCCCO	1.6	1	24	-4	.	6	-1.9	2	-14	-8
COc1cccc(C(=O)N2CCN(c3nc4cc(C)cc(C)c4cc3C#N)CC2)c1	-0.3	12	.	.	0.9	.	.	4	.	-4
COc1ccc(-c2cc(C)no2)cc1S(=O)(=O)Nc1ccc(NC(C)=O)cc1	-0.1	1	1	-2	0.6	4	-0.2	10	-7	3
COc1ccc(S(=O)(=O)N(CCC(=O)O)Cc2ccccc2)cc1	i	4	28	1	-1.4	-2	13	0	2	-11
O=C(Cn1nc(C(=O)O)c2ccccc2c1=O)c1c[nH]c2ccccc12	-0.3	1	8	-39	1.8	-1	2.6	-3	5	-11
COc1ccc(CCN=Cc2ccc(O)cc2)cc1OC	i	-2	-14	0	0.1	0	-0.6	-1	7	-3
Cc1nnc(N2CCCC(C(=O)NCc3ccccc3F)C2)c2nn(-c3ccccc3)c(C)c12 (stereo not drawn)	-1.8	20	-27	-14	1.4	-1	0.3	8	-10	-2
CC1(C)C(CC(=O)O)CC1C(=O)O (stereo not drawn)	-5.6	-6	.	.	-4.7	.	0.3	7	-14	-4
Cc1ccc(OC(=O)Nc2ccccc2)cc1	-0.2	-11	21	6	0.6	3	-0.2	9	-23	0
CC(NC(=O)c1ccco1)C(=O)N1CCN(C(c2ccccc2)c2ccccc2)CC1 (stereo not drawn)	-15	6	-14	4	-2.4	2	-0.3	5	6	0
N/C(=N\OC(=O)c1cc(Br)ccc1Cl)c1cccnc1	-0.9	1	30	13	1.2	0	-0.2	-1	.	-2
Cc1c(N=Cc2ccncc2)c(=O)n(-c2ccccc2)n1C	1.0	-8	-4	4	.	-3	0.4	5	0	1
COc1ccc(CNS(=O)(=O)c2ccc(F)cc2Br)cc1	-3.9	3	.	.	1.1	.	1.6	8	1	-4

The closing two compounds of the section above open the next one:
SMILES	Vc quorum ag	Y pestis TopoI	DUSP3 inh	Rv3671c protease	TcdB GH inh	3CLpro inhibitor	PfHsp40 yeast	MazF activator	SSB-PriA inh	Anthrax LF prot
Cc1c(N=Cc2ccncc2)c(=O)n(-c2ccccc2)n1C	1.0	-8	-4	4	.	-3	0.4	5	0	1
COc1ccc(CNS(=O)(=O)c2ccc(F)cc2Br)cc1	-3.9	3	.	.	1.1	.	1.6	8	1	-4
CCCC(=O)NC(c1ccc(OCC)cc1)c1ccc(OC)c(OC)c1 (stereo not drawn)	i	-7	-10	2	0.1	1	.	3	-5	-6
Cc1nn(Cc2ccccc2)c(Cl)c1/C=N/NC(=O)CNc1cccc(C(F)(F)F)c1	-0.4	0	-10	2	.	4	-2.2	2	.	-2
COCCN(C(=O)CCC(=O)Nc1ccccn1)C(C(=O)NC1CCCC1)c1ccc(OC)cc1 (stereo not drawn)	-0.3	1	-18	4	.	-4	-0.6	0	-9	-2
CCN(CC)S(=O)(=O)c1cccc(C(=O)N2CCCc3ccccc32)c1	-1.2	13	1	.	1.4	3	-1.4	-4	0	0
CCOCC(=O)Nc1cccc(NC(C)=O)c1	0.5	-4	-1	-7	.	1	-1.6	8	-5	-1
CCS(=O)(=O)NCc1nnc2n1-c1ccc(Br)cc1C(c1ccccc1Cl)=NC2	i	2	.	1	1.9	.	-0.8	7	1	-6
Cc1ccc(CC2CC(=O)N(c3ccncc3)C2=O)cc1 (stereo not drawn)	-0.4	6	14	0	.	-4	-0.8	1	-18	-21
COc1ccccc1S(=O)(=O)Nc1cccc(-c2nnc3n2CCCCC3)c1	i	-2	12	7	.	4	0.0	-1	-7	-6
CN1CCN(S(=O)(=O)c2cccc(C(=O)O)c2)CC1	-0.5	4	8	-1	0.3	2	0.0	0	-2	-8
Cc1cnc(C(=O)OCC(=O)c2ccc(Br)s2)cn1	-1.8	1	.	2	2.2	.	-0.7	1	-7	-4
COc1ccc(CSC2=NCCN2)cc1Br	i	1	-5	0	-4.9	-3	-0.1	0	-33	-7
COCc1[nH]nc2c1C1(CCSCC1)C(C#N)=C(N)O2	-5.0	5	-18	-14	.	0	-0.5	-4	-4	-8
O=C1C=C(c2ccc(C(=O)O)cc2)C[C@@H](c2ccc3c(c2)OCO3)C1	-0.1	0	.	-7	-1.7	.	-0.8	-10	0	0
Cc1ccccc1OCC(=O)NCCN(C)C	0.5	2	8	5	.	-6	-0.7	-4	-6	-1
Cc1cc(-c2nnc(SCC(=O)Nc3ccc(F)cc3)n2N)n[nH]1	-0.4	-1	8	6	0.2	-2	1.5	4	-1	-2
CCN(CC)S(=O)(=O)c1ccc(-c2nnc(SCC(=O)c3ccc(OC)cc3)o2)cc1	i	-3	19	-3	.	0	-1.9	-22	-7	-9
Clc1ccc(N2CCN(Cc3ccco3)CC2)cc1	i	-19	2	-6	-1.3	-10	-0.2	3	-12	12
Cc1cccc(-n2ncc3c(NCc4ccc5c(c4)OCO5)ncnc32)c1	-0.4	7	1	-30	.	3	5.5	10	-13&-8	-5
CC(C)C[C@H](NC(=O)c1[nH]cnc1C(=O)N[C@@H](Cc1ccccc1)C(=O)OCc1ccccc1)C(=O)OC(C)(C)C	1.3	-4	24	-37	-0.4	13*	-0.7	1	-1	2
CCN1CCN(CC(=O)N2N=CCC2c2ccccc2)CC1 (stereo not drawn)	0.6	0	9	-5	-0.5	-2	-0.7	-38	-14	-6
COc1ccc(CNC(=O)Cn2cc(C(F)(F)F)ccc2=O)cc1OC	i	2	-10	5	0.8	-4	0.4	4	0	11
CCCC(c1nnnn1Cc1ccco1)N1CCN(C2CCCC2)CC1 (stereo not drawn)	-0.7	5	10	5	.	-7	-0.8	4	-14	0
O=C(Nc1nccs1)C1CCCN1/C=C/C(=O)C(F)(F)F (stereo not drawn)	i	-2	6	6	4.1	3	-0.9	-1	11&-9	-2
COc1ccc(CCNC(=O)C2CCCN(S(=O)(=O)c3cccc4nonc34)C2)cc1OC (stereo not drawn)	-0.5	-3	4	2	.	6	1.1	4	-2	1
CCCC(=O)Nc1c(-c2ccccc2)c(=O)c(C)nn1-c1ccccc1	i	3	-7	0	1.6	4	-1.6	9	-5	0
Cc1cc(=O)[nH]c(-c2ccccc2O)n1	-0.4	-4	17	11	1.7	0	-1.5	1	-8	-2
Cc1csc(NC(=O)CSc2nnc(-c3ccoc3C)n2Cc2ccco2)n1	i	8	14	9	.	2	-0.8	3	4	-3
COc1ccc(C(=O)Nc2ccc(Oc3ncnc4sc(-c5ccccc5)cc34)cc2)cc1OC	-0.3	9	40	-1	.	0	0.6	-9	-3	-1
COCC1CCN(C(=O)c2ccc3oc(Cc4ccc(Cl)cc4)nc3c2)C1 (stereo not drawn)	-0.1	29	5	5	-0.9	3	0.9	-5	-2	1
O=C(NC1CN2CCC1CC2)c1ccc(-c2ccc([N+](=O)[O-])cc2)o1 (stereo not drawn)	-0.3	-24	1	-7	.	0	-1.1	26	-5	5

Record cards, from the list above:
Shown for `O=C(Nc1nccs1)C1CCCN1/C=C/C(=O)C(F)(F)F` (stereo not drawn) = Vc quorum ag = i; Y pestis TopoI = -2; DUSP3 inh = 6; Rv3671c protease = 6; TcdB GH inh = 4.1; 3CLpro inhibitor = 3; PfHsp40 yeast = -0.9; MazF activator = -1; SSB-PriA inh = 11&-9; Anthrax LF prot = -2
Shown for `CC(C)C[C@H](NC(=O)c1[nH]cnc1C(=O)N[C@@H](Cc1ccccc1)C(=O)OCc1ccccc1)C(=O)OC(C)(C)C` = Vc quorum ag = 1.3; Y pestis TopoI = -4; DUSP3 inh = 24; Rv3671c protease = -37; TcdB GH inh = -0.4; 3CLpro inhibitor = 13*; PfHsp40 yeast = -0.7; MazF activator = 1; SSB-PriA inh = -1; Anthrax LF prot = 2

(next part)
SMILES	Vc quorum ag	Y pestis TopoI	DUSP3 inh	Rv3671c protease	TcdB GH inh	3CLpro inhibitor	PfHsp40 yeast	MazF activator	SSB-PriA inh	Anthrax LF prot
N#Cc1ccc(-c2nc3ccc(Br)cn3c2Cc2ccccc2)cc1	-0.4	8	.	.	-0.4	.	.	-5	.	5
Cc1ccc(C(=O)N(CC(=O)NC2CCCC2)c2ccc(F)cc2)s1	i	6	8	-14	2.1	2	-1.2	-27	4	-8
CC(C)[C@H](NC(=O)OC(C)(C)C)C(=O)N/N=C/c1cccc2nccnc12	-0.3	0	19	-8	1.2	3	1.4	9	.	-2
CCC(C(=O)OC)n1cnc2c(nnn2-c2ccc(F)cc2)c1=O (stereo not drawn)	-0.4	9	17	7	1.5	-5	-0.5	9	4	-8
CCSc1nnc(SCC(=O)N2CCN(C(=O)c3ccco3)CC2)s1	-0.2	3	10	-3	1.0	-2	0.4	-3	-1	-1
C=CCN1C(=O)/C(=C\c2ccc(Cl)cc2)N=C1SCC(=O)NCCC	i	6	34	3	.	4	0.3	-20	-9	-8
COc1ccccc1-c1cn[nH]c1-c1ccc(OCc2ccccc2F)cc1O	-0.3	-5	32	5	0.5	6	?	-2	7	-10
Cc1ccnc(NC(=O)c2ccc([N+](=O)[O-])s2)c1	-0.1	6	15	-1	-1.5	3	0.1	2	-18	-1
CCOC(=O)C1CCN(c2nc3ccccc3nc2C(C#N)C(=O)OC(C)COC)CC1 (stereo not drawn)	-0.3	12	9	0	.	-2	1.5	-11	-20	15
O=C(c1nc2ccc(Cl)cn2c1CN1CCCC1)N1CCc2ccccc2C1	-5.1	2	-2	-1	0.8	0	-0.1	-13	1	1
COc1cc(CN2CCNC(=O)C2CC(=O)N(C)Cc2cccnc2)cc(OC)c1 (stereo not drawn)	6.7	4	-5	-9	.	4	-0.6	4	-11	-1
CCN1C(=O)[C@H]2[C@@H](c3ccc(OC)cc3)N[C@]3(CCCN(Cc4ccccc4)C3=O)[C@H]2C1=O	-1.1	-1	.	.	0.0	.	.	6	.	-4
CN(C)c1ccc(CNn2cnnc2)cc1	i	5	0	11	1.1	-5	-0.4	2	-6	-1
O=[N+]([O-])c1ccc(C2[C@H]3C(c4ccccc4)=NC4(CCCCC4)N23)cc1 (stereo partly drawn)	-2.2	-7	17	-5	2.0	-3	-1.0	-9	6	-1
COc1ccc(/C=N/NC(=O)c2ccc(CSc3nc(C)cc(C)n3)cc2)c(OC)c1OC	-0.1	25	2	-2	1.4	3	0.9	-2	.	-1
Cc1nnc(SCC(N)=O)n1CCc1ccccc1	.	-3	1	7	.	-3	-1.9	0	-19	5
CCN(CC)CCNC(=O)c1ccc(CS(=O)(=O)c2ccc(Br)cc2)o1	-0.4	-4	-1	-2	1.2	0	0.3	0	-6	2
COc1ccc(-c2cnn(C3CCS(=O)(=O)C3)c2N)cc1 (stereo not drawn)	i	2	-8	5	.	2	-1.9	12	-3	0
CC(C)CNC(=O)c1ccccc1NC(=O)CN(c1ccccc1)S(=O)(=O)N(C)C	-0.1	-4	5	1	1.3	3	-1.4	14	-6	0
Cc1ccc2c(c1)[nH]c1c(=O)n(CCCN3CCOCC3)cnc12	-3.6	-1	36	-4	.	4	-0.8	-1	4	-1
CC(=O)CC[C@@H](C)O[C@@H]1OC(C)[C@H](O)CC1O (stereo partly drawn)	-5.3	5	.	2	1.1	.	-0.9	-1	-7	-7
Cc1ccc(S(=O)(=O)N2CCOCC2)cc1NC(=O)Cn1ccsc1=N	-0.6	-1	6	8	.	0	-0.2	4	-10	-2
Cc1ccc(/C=N/NC(=O)CNC(=O)c2ccc(S(=O)(=O)N(C)C)cc2)cc1	-0.2	-6	6	3	0.5	-5	-0.6	-3	.	-2
O=C(COC(=O)c1ccc2ccccc2n1)Nc1ccccc1F	-0.6	3	.	-9	0.3	.	-0.5	-7	-17	2
CN1C(=O)N(C)C2(c3ccccc3)NC(=O)NC12c1ccccc1 (stereo not drawn)	-0.5	0	10	-2	.	-4	0.3	-2	-16	-1
